From PubChem
JMJD2E inh: inhibitors of human JMJD2E histone demethylase | B2RXH2 | JMJD2E catalytic domain, FDH-coupled NADH fluorescence (FDH is formaldehyde dehydrogenase) | Potency, µM (highest dose often 57.1 µM), for the others: top-dose activity change, negative = inhibition, usual class: inhibitors | actives 1.6% (n = 230,000); active means well fitted inhibition curve with a large enough effect, not every such curve was filed as active; inconclusive means small, poorly fitted or top-dose-only effect, or another doubt; inactive means no such curve, though single readings can be large or run the other way;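 further: 0% = wells with enzyme and -100% = buffer wells without enzyme; nearly all actives have a fitted effect of over 50% in size; many of its hits are not listed in these tables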
L3MBTL1 inh: blocks human L3MBTL1; Q9Y468; AlphaScreen L3MBTL1–H3K9me1 peptide binding; Potency, µM (series often up to 57.1 µM), inactives show top-dose activity, negative = inhibition, usual class: inhibitors; actives 0.66% (n = 230,000); AID 485360; further: on the % scale 0 is the no-effect control and ±100 the full control effect; nearly all actives have a fitted effect of over 60% in size
Target sequence (Q9Y468 whole entry, looked up): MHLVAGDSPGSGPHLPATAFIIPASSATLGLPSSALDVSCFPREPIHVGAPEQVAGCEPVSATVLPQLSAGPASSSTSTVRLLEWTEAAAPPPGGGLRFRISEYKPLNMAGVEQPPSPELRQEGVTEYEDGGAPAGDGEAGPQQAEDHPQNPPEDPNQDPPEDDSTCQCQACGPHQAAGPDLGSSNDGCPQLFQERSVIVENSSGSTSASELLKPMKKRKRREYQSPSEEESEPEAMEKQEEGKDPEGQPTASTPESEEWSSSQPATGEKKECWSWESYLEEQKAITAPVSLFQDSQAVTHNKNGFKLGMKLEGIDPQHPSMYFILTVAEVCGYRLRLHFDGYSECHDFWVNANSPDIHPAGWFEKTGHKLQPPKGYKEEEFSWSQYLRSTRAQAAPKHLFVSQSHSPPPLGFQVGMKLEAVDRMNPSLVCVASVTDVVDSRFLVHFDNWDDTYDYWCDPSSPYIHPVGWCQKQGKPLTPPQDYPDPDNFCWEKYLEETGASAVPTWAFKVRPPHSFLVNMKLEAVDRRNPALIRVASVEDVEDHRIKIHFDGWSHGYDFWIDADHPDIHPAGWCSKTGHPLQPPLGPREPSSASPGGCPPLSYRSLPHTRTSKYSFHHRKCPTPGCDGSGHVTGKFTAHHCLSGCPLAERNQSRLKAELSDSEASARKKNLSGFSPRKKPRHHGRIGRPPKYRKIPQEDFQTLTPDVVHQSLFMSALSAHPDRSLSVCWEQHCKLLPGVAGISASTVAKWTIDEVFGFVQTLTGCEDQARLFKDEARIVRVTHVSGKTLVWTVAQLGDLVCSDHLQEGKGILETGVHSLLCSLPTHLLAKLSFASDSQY
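Displacement of a biotinylated histone H3(1-15) peptide monomethylated at Lys9 (75 nM) from L3MBTL1 (50 nM) was measured by AlphaScreen after a 30 min room-temperature compound incubation; cefsulodin titration served as intraplate control.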
LMNA splice mod: changes lamin A minigene splicing in HeLa cells; HeLa LMNA splicing GFP/RFP minigene ratio, 48 h; Potency, µM (doses to about 46.1 µM), without a hit: top-dose ratio change, negative = inhibition, hits mostly inhibitors; actives 0.01% (n = 200,000); active means well fitted inhibition curve with a large enough effect in the signal ratio, with a control signal flat, not every such curve was filed as active; inconclusive means small, poorly fitted or top-dose-only effect, or effect the other way, or a change in a side signal; the % refers to the signal ratio; further: on the % scale 0 is the no-effect control and ±100 the full control effect
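S3 HeLa stable clones carrying a lamin A-EGFP splicing minigene plus DsRed2 were seeded at 600 cells/well in Opti-MEM with 2% FBS, pin-dosed and incubated 48 h at 37°C. Acumen cytometry (488 nm) gave the GFP/RFP total-intensity ratio.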
Tau fibril ThT: tau fibrillization inhibition (ThT binding); P10636; recombinant tau K18 P301L, heparin-induced fibrillization, ThT fluorescence; Potency, µM (highest dose often 57.4 µM), inactives show top-dose activity, negative = inhibition, usual class: inhibitors; actives 2.1% (n = 270,000); further: on the % scale 0 is the no-effect control and ±100 the full control effect; nearly all actives have a fitted effect of over 55% in size
Target sequence (P10636 561-689 P618L limits assumed): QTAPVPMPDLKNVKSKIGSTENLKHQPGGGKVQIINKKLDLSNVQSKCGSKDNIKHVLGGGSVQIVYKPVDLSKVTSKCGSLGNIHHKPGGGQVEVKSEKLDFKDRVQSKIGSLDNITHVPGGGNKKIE
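Fibril formation assay: tau K18 P301L at 15 uM with trace Alexa 594 label, heparin inducer 20 uM, pH 7 sodium acetate buffer, 37 C for 6 hr; endpoint ThT signal.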
SMN2 splice enh: enhancers of SMN2 splice variant expression | Potency, µM (series often up to 46.1 µM), inactives show top-dose activity change, positive = activation, most hits filed as activators | actives 2.8% (n = 210,000) | AID 1458 | HEK293 SMN2-luciferase splicing reporter, luminescence, 30-36 h; further: % of control where 0% means no effect; nearly all actives have a fitted effect of over 55% in size
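HEK293 cells carry an SMN2 minigene-luciferase reporter in which exon 7 inclusion puts luciferase in frame. Cells were seeded at 2000 cells/well, attached for 10-12 hours, then exposed to compounds for 30-36 hours at 37C before ONE-Glo luminescence.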
Luc counter: counter-screen: inhibitors of Kinase-Glo firefly luciferase. Q27757. Potency, µM (highest dose often 38.3 µM), for inactives: top-dose activity change, negative = inhibition, hits mostly inhibitors. AID 1379. Kinase-Glo luciferase, ATP luminescence, 8 min. actives 0.28% (n = 200,000); further: on the % scale 0 is the no-effect control and ±100 the full control effect; nearly all actives have a fitted effect of over 60% in size
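Kinase-Glo luciferase light output from ATP and luciferin was measured with 10 uM ATP, within the enzyme's linear range. Buffer: 50 mM imidazole pH 7.2, 50 mM KCl, 7 mM MgCl2, 0.01% Tween 20, 0.05% BSA; luminescence read after 8 min at ambient temperature.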
ALDH1A1 block: blocks purified human ALDH1A1 activity; P00352; Purified ALDH1A1, NADH fluorescence, propionaldehyde substrate; Potency, µM (titrated, usually from 75.3 µM), without a hit: at the highest dose activity, negative = inhibition, most hits filed as inhibitors; actives 7.3% (n = 220,000); active means well fitted inhibition curve with a large enough effect, not every such curve was filed as active; inconclusive means small, poorly fitted or top-dose-only effect, or another doubt; inactive means no such curve, though single readings can be large or run the other way;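 further: plate controls were no enzyme wells and a reference inhibitor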
RECQ1 helicase: blocks DNA unwinding by human RECQ1; P46063; RECQ1 DNA unwinding, red fluorescence kinetic read; Potency, µM (series often up to 57.3 µM), inactives show at the top dose activity, negative = inhibition, usual class: inhibitors; actives 0.54% (n = 240,000); AID 2549;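 further: plate controls were vehicle for no effect and no enzyme for full effect; nearly all actives have a fitted effect of over 30% in size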
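50 nM RECQ1T1 preincubated 15 min with compound in Tris pH 8.0 buffer with MgCl2, DTT, Tween-20 and 2.5 ug/ml poly(dI-dC); started with 200 nM TAMRA/BHQ-2 forked duplex and 2 mM ATP. Unwinding read as fluorescence (525/598 nm), two reads 2 h apart.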
Starred values were filed as active, the others as inactive; i = inactive; ? = inconclusive; nt = not tested or not shown; & = joins results of further samples; [ ] = remark or other dose. Unless noted, the call rests on the fitted dose curve; in most records, active means well fitted curve in the direction sought with a large enough effect; inconclusive means small, poorly fitted or top-dose-only effect, or another doubt; inactive means no such curve, though single readings can be large; an effect the other way counts as inactive or inconclusive. Potency means the concentration at half of the fitted maximal effect.

SMILES	JMJD2E inh	L3MBTL1 inh	LMNA splice mod	Tau fibril ThT	SMN2 splice enh	Luc counter	ALDH1A1 block	RECQ1 helicase
O=C1C(C2=NC(C(=O)O)C3C(=O)N(c4ccccc4)C(=O)C23)=C(O)c2ccccc21 (configuration not stated)	-1%	1%	8%	-6%	-7%	?	-38%	-3%
CCOC(=O)c1c(CC(C)C)csc1/N=C/C1=C(O)CCCC1=O	-5%	-14%	nt	?	nt	nt	nt	i
O=c1c(-n2cncn2)c[nH]n1-c1cccc(Cl)n1	0%	nt	nt	?	24%	-5%	?	-1%
C=CCn1c(-c2ccc(OC)cc2)nc2ccccc21	?	38%[activator]	-14%	?	?	-24%	?	-3%
CN(C(=O)CSc1nnc2ccccn12)C1CCS(=O)(=O)C1 (configuration not stated)	?	nt	2%	-4%	15%	-4%	-15%	0%
CNS(=O)(=O)c1ccc(NC(=O)C2c3ccccc3Oc3ccccc32)cc1	5%	-2%	?	14%	24%	0%	17%	-11%
OCC1(Cc2ccccc2)CCN(Cc2cnc(-c3ccc(Cl)cc3)nc2)CC1	-1%	-3%	nt	?	nt	-1%	-3%	-13%
CC(=O)Oc1oc(-c2ccccc2)nc1C=Nc1ccccc1	7%	0%	-6%	?	6%	-2%	18µM*	-9%
COc1ccc(/C(N)=N/OC(=O)CN(C)S(=O)(=O)c2ccccc2)cc1	-30%	9%	29%[46 µM]	-10%	1%	4%	9%	i
Cc1ccc2onc(CC(=O)O)c2c1	3%	4%	3%	?	-5%	-1%	8%	2%
CCOc1ccccc1NC(=O)CCCn1cc([N+](=O)[O-])cn1	-5%	9%	nt	1%	8%	-3%	?	0%
CC1(C)CC(=O)C(C=Nc2ccc(N)cc2)=C(O)C1	?	-21%	nt	?	-8%	-1%	11µM*	?
CCOC(=O)C(NC(=O)Nc1ccc(Cl)cn1)(Oc1ccc(F)cc1)C(F)(F)F (configuration not stated)	-1%	3%	?	4%	28%	3%	-3%	-7%
CCc1nnc(NC(=O)CSc2nnc(-c3ccco3)o2)s1	-9%	nt	nt	-3%	-16%	3%	6%	-5%
COc1ccc(/C=N/OCC(=O)Nc2cc(C)on2)cc1OC	-6%	2%	-13%	-5%	nt	nt	-2%	-9%
Cc1ccc(C2(c3ccc(C)cc3)CC2C(=O)Nc2ccc([N+](=O)[O-])cc2O)cc1 (configuration not stated)	-11%	-24%	?	-14%	-17%	0%	-9%	?
CCCCn1nc2cc(C(=O)NCCCCc3ccccc3)ccc2c1OCC	?	?	0%	-8%	-9%	-6%	?	-10%
CCC(=O)N1c2ccc(C)cc2C2=NNC(=S)NC21O (configuration not stated)	5%	nt	9%	?	-7%	-2%	12%	i
CC(=O)c1cccc(NC(=O)CCC2CCCC2)c1	-1%	-1%	11%	-1%	?	-3%	?	-3%
O=C(CCSc1nnc(-c2ccncc2)o1)Nc1cccc(Cl)c1	-2%	0%	12%[46 µM]	?	nt	-2%	5%	i
FC(F)(F)c1cc(-c2ccc3c(c2)OCO3)nc(NCc2ccco2)n1	?	15%	8%	-6%	-27%	-3%	-14%	-13%
COc1ccc(/C=N/NC(=O)c2ccccc2O)cc1CSc1ccccn1	?	-3%	-1%	7%	3%	-1%	?	-7%
Cc1ccc(S(=O)(=O)NCCSc2nnnn2C)cc1	7%	3%	-1%	0%	-15%	1%	?	-3%
CSCCOC(=O)C1=C(C)Nc2ccc(C)cc2S1	-14%	nt	3%	?	2%	-1%	14µM*	?
O=C(COC(=O)c1ccccc1Nc1ccc(SC(F)F)cc1)NCc1ccco1	?	1%	?	4%	-11%	-6%	-7%	-13%

(further entries)
SMILES	JMJD2E inh	L3MBTL1 inh	LMNA splice mod	Tau fibril ThT	SMN2 splice enh	Luc counter	ALDH1A1 block	RECQ1 helicase
CC(=O)c1sc(NCCOc2ccc(C)cc2)nc1C	?	?	nt	-4%	-22%	-2%	?	i
COC(=O)CSC1=C(C#N)C(c2ccc3c(c2)OCO3)C2=C(CCCC2=O)N1 (configuration not stated)	-3%	nt	5%	-8%	14%	-2%	-5%	i
CC(=O)c1ccccc1NC(=O)CN1C(=O)CS/C1=C\c1nc(-c2ccc(C)cc2)cs1	-13%	-1%	?	-15%	2%	-4%	0%	i
O=C(NCc1cccc(CNC(=O)C(=O)NCc2ccco2)c1)C(=O)NCc1ccco1	6%	-16%	2%[46 µM]	0%	6%	-4%	0%	-13%
O=C(CSc1nnc2ccccn12)NNC(=O)c1ccc(Br)cc1	?	7%	-16%[46 µM]	3%	7%	-1%	7%	1%
CCOc1ccc(C2C(C(=O)c3ccco3)=C(O)C(=O)N2CCCn2ccnc2)cc1 (configuration not stated)	4%	-1%	8%	-16%	?	1%	?	i
Cc1c(N=c2scc(-c3ccccc3)n2C)c(=O)n(-c2ccccc2)n1C	1%	nt	nt	-11%	-5%	-1%	9%	-4%
COc1ccc(OC)c(S(=O)(=O)Nc2ccc(C(N)=O)cc2)c1	15%	8%	14%	8%	?	5%	11%	-13%
O=C(CSc1ncnc2c(-c3ccc(Cl)cc3)nsc12)c1ccccc1	3%	5%	10%	18µM*	-16%	-2%	-4%	-3%
N/C(=N\OC(=O)N1c2ccccc2Sc2ccccc21)c1ccccc1	0%	-7%	?	?	-28%	1%	8%	-13%
CC1(C)Cc2c(c(N3CCCC3)nc3sc4c(N5CCNCC5)ncnc4c23)CO1	?	-11%	nt	-12%	nt	nt	?	-11%
CCCCC(=O)NC(=S)NNC(=O)CC#N	-6%	nt	8%	-14%	26%	0%	22µM*	i
Cc1cc(=O)oc2cc(OCC(=O)N3CC(C)OC(C)C3)ccc12 (configuration not stated)	?	nt	-4%	-1%	22%	1%	?	-2%
CCc1ccccc1NC(=O)Nc1cccn(Cc2ccccc2F)c1=O	?	-2%	nt	-15%	nt	2%	?	-6%
c1ccc(COc2cccc(CNn3cnnc3)c2)cc1	-2%	nt	8%	-1%	-16%	3%	-3%	-15%
CC(C)C1=CC2=CC[C@@H]3[C@@](C)(C(=O)O)CCC[C@]3(C)C2CC1 (some centres not stated)	35µM*	nt	nt	-12%	nt	0%	?	i
CCCCC(C(=O)O)C(C)CC(=O)NNC(=O)c1ccco1 (configuration not stated)	5%	-27%	nt	5%	nt	-2%	-7%	-6%
O=[N+]([O-])c1ccc2c(c1)oc1ccccc12	-5%	-8%	2%	?	17%	-6%	9%	-1%
CCn1c(=N)n(CC(=O)OC)c2ccccc21	-3%	6%	2%	-9%	-2%	2%	4%	-6%
O=S(=O)(c1ccc2c(c1)nc1n2CCC1)N1CCOCC1	8%	9%	-9%	-4%	-10%	-2%	0%	2%
Cc1ccc(NC(=O)c2ccccc2NC(=O)CCC(=O)O)cc1	5%	-8%	?	-2%	nt	0%	-1%	-1%
COc1ccc(N(CC(=O)NC2CCCCC2)C(=O)CCCC(=O)Nc2ccccn2)c(OC)c1	5%	-2%	6%	-5%	-7%	-7%	5%	i
Cc1ccccc1NC(=S)N1CCC(C(=O)c2ccc(F)cc2)CC1	4%	-2%	6%	-19%	-8%	-1%	-2%	-1%
CC(C)Oc1cccc(C(=O)NC2=NCCS2)c1	?	nt	7%[46 µM]	-6%	5µM*	1%	?	-5%
CCc1cc(CNC(=O)CC2C(=O)NCCN2Cc2cccc(OC)c2)on1 (configuration not stated)	?	7%	nt	-10%	nt	nt	?	i

Compound profiles, from the list above. Order of screens: JMJD2E inh	L3MBTL1 inh	LMNA splice mod	Tau fibril ThT	SMN2 splice enh	Luc counter	ALDH1A1 block	RECQ1 helicase
`CC1(C)CC(=O)C(C=Nc2ccc(N)cc2)=C(O)C1` reads ?	-21%	nt	?	-8%	-1%	11µM*	?
`CCc1nnc(NC(=O)CSc2nnc(-c3ccco3)o2)s1` reads -9%	nt	nt	-3%	-16%	3%	6%	-5%
`Cc1ccc(C2(c3ccc(C)cc3)CC2C(=O)Nc2ccc([N+](=O)[O-])cc2O)cc1` (configuration not stated) reads -11%	-24%	?	-14%	-17%	0%	-9%	?
`CCc1cc(CNC(=O)CC2C(=O)NCCN2Cc2cccc(OC)c2)on1` (configuration not stated) reads ?	7%	nt	-10%	nt	nt	?	i

(next part)
SMILES	JMJD2E inh	L3MBTL1 inh	LMNA splice mod	Tau fibril ThT	SMN2 splice enh	Luc counter	ALDH1A1 block	RECQ1 helicase
N=C(N=C(N)N)N1CCc2ccccc21	-10%	-1%	26%[9.22 µM]	-7%	nt	-2%	14%	1%
CCCn1c(=O)[nH]c(=O)c2c1nc(-c1cccs1)n2CCOC	?	3%	-21%[46 µM]	-7%	15%	-1%	?	i
O=c1[nH]c2cc3c(cc2cc1CN(CCO)S(=O)(=O)c1ccccc1Cl)OCCO3	?	nt	-9%	-10%	-7%	-2%	?	-4%
Cc1cc(NC(=O)CN2C(=O)CC(c3ccco3)Sc3ccccc32)no1 (configuration not stated)	9%	-18%	?	13%	-2%	-2%	14µM*	4%
O=C(O)c1cccnc1C(=O)O	2µM*	?	-4%	-15%&-15%&-18%	-10%&3%	-5%&-1%&2%	8%&10%&16%	-3%&-6%
CC1CCN(S(=O)(=O)c2ccc(S(=O)(=O)NCC(=O)C(C)(C)C)cc2)CC1	-1%	-10%	-8%	-5%	-3%	-2%	13%	-6%
CCc1nnc(NC(=O)C2CC(=O)N(CCc3ccccc3)C2)s1 (configuration not stated)	-5%	3%	0%	-1%	1%	-2%	-8%	-21%
C(=N\C(/N=C/c1ccco1)c1ccco1)/c1ccco1	?	-12%	-2%	?	19%	-4%	?	-28%
COc1cc(C=C(c2nc3ccccc3s2)c2nc3ccccc3s2)cc(OC)c1O	-24%	-27%	-25%	?	-16%	2%	-3%	-9%
CCC(CC)=C(C#N)C(=O)NC1CCCCC1	5%	7%	7%	8%	6%	2%	11%	i
Cc1ccc(S(=O)(=O)N2CCOCC2)cc1C(=O)NC(=S)N1CC(C)OC(C)C1 (configuration not stated)	9%	12%	nt	1%	nt	nt	nt	-2%
CCCCC1CCC(C(=O)Nc2ccccc2)CC1 (configuration not stated)	1%	nt	-15%	-5%	1%	-1%	10%	-6%
Cc1nc2c3ccccc3n(Cc3ccccc3F)c2s1	8%	0%	7%	?	8%	2%	?	-7%

These rows are one share of the data; the hit share may differ from the screen's.
